12-LOX inh – blocks human arachidonate 12S-lipoxygenase. AID 1671190. 580,000 compounds, 1.1% hits. Potency, µM (doses to about 108 µM), without a hit: at the highest dose activity change, negative = inhibition, hits mostly inhibitors. P18054. purified 12hLO, xylenol orange hydroperoxide absorbance; active means well fitted inhibition curve with a large enough effect; inconclusive means small, poorly fitted or top-dose-only effect, or another doubt; inactive means no such curve, though single readings can be large or run the other way
Target sequence (P18054 whole entry, looked up): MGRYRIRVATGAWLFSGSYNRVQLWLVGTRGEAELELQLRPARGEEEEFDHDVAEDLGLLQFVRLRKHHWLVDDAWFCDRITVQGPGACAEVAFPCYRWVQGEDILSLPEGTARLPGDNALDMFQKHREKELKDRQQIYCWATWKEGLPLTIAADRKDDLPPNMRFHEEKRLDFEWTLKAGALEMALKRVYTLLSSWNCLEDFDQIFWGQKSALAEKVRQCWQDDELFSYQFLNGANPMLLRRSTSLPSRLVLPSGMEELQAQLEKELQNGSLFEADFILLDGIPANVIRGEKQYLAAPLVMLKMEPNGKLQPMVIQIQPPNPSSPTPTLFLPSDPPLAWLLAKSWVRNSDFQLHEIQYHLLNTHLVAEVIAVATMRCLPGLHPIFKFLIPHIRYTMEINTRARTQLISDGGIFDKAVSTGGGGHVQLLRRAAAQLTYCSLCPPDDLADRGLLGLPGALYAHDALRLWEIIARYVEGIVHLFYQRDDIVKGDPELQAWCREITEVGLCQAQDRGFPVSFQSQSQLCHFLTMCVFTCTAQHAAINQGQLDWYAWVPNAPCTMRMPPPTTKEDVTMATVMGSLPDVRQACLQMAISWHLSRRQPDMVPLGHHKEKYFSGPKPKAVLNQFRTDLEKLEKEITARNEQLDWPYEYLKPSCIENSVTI
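Purified human 12hLO (150 nM final) in 25 mM Hepes, 0.01% Triton X-100, pH 7.0 was preincubated 15 min at room temperature with compound. Then 40 uM arachidonic acid was added, 30 min. Hydroperoxide was read by Fe-XO absorbance ratio 573/405 nm.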
* hit, by the source's call; u = inconclusive; [ ] = another dose, or the depositor's remark. On the % scale 0 is the no-effect control and ±100 the full control effect; potency means the concentration at half of the fitted maximal effect. An excerpt; count on the stated rates, not on these rows.

12-LOX inh,SMILES
2%,Cc1cc2nc3n(c(=O)c2n1CC(=O)Nc1ccc(F)cc1F)CCCCC3
35%[176 µM],CN(C)CCOCC1(C)COc2ccc(C(=O)Nc3cccc(Cl)c3)cc2N1 (stereo unspecified)
38%,O=C(Nc1ccccc1)Nc1cccc(-c2nnc3n2CCCC3)c1
15%,COc1cc(=O)n2c(c1C(=O)N1CCN(c3cccc(C)c3)CC1)CCCC2
83%[activator][176 µM],Cc1ccc2oc([C@H]3CCN(Cc4ccccn4)C3)nc2c1
21%[176 µM],CCN1C(=O)COC[C@@H]1[C@H](O)c1ccc(NC(=O)c2cccs2)cc1
u,CCc1c(-c2ccc(F)cc2F)ncn1CCc1ccccc1OC
13%,Cc1sc2cc(C(=O)NCc3cccnc3)[nH]c2c1CN1CCCCC1
32%[activator],Cc1cnc(CC2CCN(C(=O)C3CCC3)C2)n1C1CC1 (stereo unspecified)
38%[activator],O=C(c1cc2ccccc2[nH]1)N1CC2CC(C1)[C@@H]1CCCC(=O)N1C2 (stereo partly specified)
83%[activator],CN(C)C[C@@H]1CN(C)C[C@H]1NS(=O)(=O)c1cc(F)cc(F)c1
4%,O=C(NCCc1cccs1)C1CCN(c2cc(C(F)(F)F)ncn2)CC1
-8%[176 µM],Cc1ccc(S(=O)(=O)NC[C@H]2OC[C@@H](NCc3cccnc3)[C@@H]2O)cc1
u,CNC1CCc2nnc(C)n2CC1 (stereo unspecified)
8%,Cc1ccc(C(=O)N2CCCn3cc(-c4ccccc4)nc32)cn1
-4%,O=C(CCc1ccccc1)N1CCN(C(=O)c2nnn3c2COC(c2ccccc2)C3)CC1 (stereo unspecified)
u,O=C(Nc1ccc(C(F)(F)F)cc1)N1CCC2(CC1)C(=O)NCN2Cc1ccc(Cl)cc1
u,Cn1cc(-c2ccc(F)cc2)cc1C(=O)NCCCN1CCCCC1
10%[176 µM],Cc1nn2c(c1-c1ccnn1C(C)C)N(C(=O)Cc1cccc(F)c1)CCC2
-3%[176 µM],COc1cccc(-c2cc(-c3c(C)noc3C)cc3c2C(=O)N(C)C3)c1OC
u,COC[C@H]1CCCN1[C@@H]1[C@H](O)[C@H](CO)O[C@@H]1CNS(=O)(=O)c1cccs1
38%[activator],CCOC(=O)c1nccn1Cc1nc(-c2ccccc2OCC)oc1C
10%[176 µM],O=c1c2nc(-c3ccoc3)ccc2ncn1-c1ccc(F)cc1F
50%[activator],Cc1n[nH]c(C)c1CNC(=O)CCC[C@@H]1[C@H]2CCCN3CCC[C@@H](CN1Cc1ccccc1)[C@@H]23
1%,CC(Cn1cccn1)C(=O)N1CCC2(CC1)Nc1ccccc1NC2=O (stereo unspecified)
3%[176 µM],O=C1Nc2ccccc2CC12CCN(Cc1cccs1)C2 (stereo unspecified)
-2%[176 µM],CNC(=O)C(C)(C)N1CCC[C@H]1C(=O)NCc1ccc(OC)cc1
23%,COc1ccc(C2Cn3nnc(-c4noc(-c5ccc(N(C)C)cc5)n4)c3CO2)cc1 (stereo unspecified)
33%,Cn1nc2n(c1=O)CCN(S(=O)(=O)c1ccc3c(c1)CCCC3)CC2
26%,O=C1CC(c2noc(-c3cccc(OC(F)(F)F)c3)n2)CN1c1ccc(F)c(Cl)c1 (stereo unspecified)
-13%[176 µM],C[C@H](O)c1onc(-c2ccccc2)c1C(=O)NC1CCCC1
14µM*,CN(C)C(=O)c1cnc(Cc2c[nH]c3ccccc23)c(I)c1
6%,O=c1c2cc(-c3cccs3)nn2ccn1CC(O)c1ccc(F)cc1 (stereo unspecified)
-2%[176 µM],O=C1Nc2ccc(Br)cc2C(=O)N2CCN(C(=O)c3ccccc3)C[C@H]12
-27%,COC(=O)C1(O)CC(c2ccccc2)C(C(=O)c2ccccc2)N1c1ccc(Cl)cc1 (stereo unspecified)
48%[176 µM],CN(C)c1ccc(CN2CCC(c3nc4ncccc4[nH]3)C2)cc1 (stereo unspecified)

3 neighbouring compounds out of the list so far:
12-LOX inh,SMILES
1%,CC(Cn1cccn1)C(=O)N1CCC2(CC1)Nc1ccccc1NC2=O (stereo unspecified)
3%[176 µM],O=C1Nc2ccccc2CC12CCN(Cc1cccs1)C2 (stereo unspecified)
-2%[176 µM],CNC(=O)C(C)(C)N1CCC[C@H]1C(=O)NCc1ccc(OC)cc1

Additional records.
12-LOX inh,SMILES
-3%,Cc1nc([N+](=O)[O-])cn1CC(Cl)Cn1cc([N+](=O)[O-])nc1C
u,O=C(Cc1ccc(F)cc1)N1CCC2(C1)C(=O)N(CCc1ccccc1)c1ccccc12 (stereo unspecified)
36%[activator],CCn1nccc1C(=O)N1CCC(c2noc(-c3cnccn3)n2)C1 (stereo unspecified)
17%,CCC(=O)N1CCC(O)(c2ccccc2)[C@H](N(C)C)C1 (stereo partly specified)
30%,Cc1ccc(CNC(=O)Cn2nc3n(c2=O)CCCCC3)cc1
44%[activator],O=C(NC1CCCN(c2cc(-c3ccc(F)cc3)[nH]n2)C1)c1cnccn1 (stereo unspecified)
2%,Cc1cc(Cl)ccc1S(=O)(=O)N(C)CC1CCOCC1
45%[activator],COc1cc(CN2C[C@@H]3C(=O)N(CCCN4CCCC4=O)C(=O)[C@@H]3C2)ccc1OC(C)C
37%[activator],COc1cccc(NC(=O)COc2ccc(-c3nnc4n3CCCC4)cc2)c1
128%[activator],CCOc1cccc(CN2CC[C@@](C)(O)[C@H](N3CCCC3)C2)c1
57%[activator],NC(=O)c1cc2c(nc1N1CCC3(CCCN(CC4CCC4)C3)C1)CCC2 (stereo unspecified)
26%,COc1ccc(C2Cn3cnc(C(=O)N4CCC(C(=O)NCc5ccccc5)CC4)c3CO2)cc1 (stereo unspecified)

Given bar-delimited: part of the list above
SMILES | 12-LOX inh
CCN1C(=O)COC[C@@H]1[C@H](O)c1ccc(NC(=O)c2cccs2)cc1 | 21%[176 µM]
COC[C@H]1CCCN1[C@@H]1[C@H](O)[C@H](CO)O[C@@H]1CNS(=O)(=O)c1cccs1 | u
O=C(c1cc2ccccc2[nH]1)N1CC2CC(C1)[C@@H]1CCCC(=O)N1C2 (stereo partly specified) | 38%[activator]

Later entries.
12-LOX inh,SMILES
93%[activator],CN(Cc1nccn1C)Cc1c(C(=O)N2CCCCC2)nc2sccn12
u,c1cc(-c2nc(CC3CCNC3)no2)ccn1 (stereo unspecified)
31%[activator],CCn1nccc1C(=O)NCCC1CCN(C(=O)Nc2ccc(C)cc2)CC1
-8%,O=C(O)C[C@@H]1CCN(C(=O)NC2CCCCC2)C[C@@H]1CCN1C[C@@H]2C[C@H](C1)c1cccc(=O)n1C2
-1%[6.33 µM],COc1cc(F)ccc1CN1CCC2(Cc3ccccc3CNC2=O)C1 (stereo unspecified)
14%[176 µM],CC1(C(=O)NC2CC2)CCCc2cnc(Nc3ccccc3)nc21 (stereo unspecified)
60%[activator],Cn1nccc1C(=O)N1CCCCCNC(=O)[C@@H]2CCC[C@@H]21
42%[activator],O=C(N[C@@H]1COCC[C@@H]1OCc1cscn1)c1ccc2c(c1)CCO2
-8%,Cc1nc2ccc(C(=O)NCc3cc4n(n3)CCN(C(=O)N(C)C)C4)cc2o1
49%[activator],Cc1ccc(S(=O)(=O)N2CCCC(CCC(=O)N3CCOCC3)C2)cc1 (stereo unspecified)
-27%[176 µM],O=C1COCC2(CN(c3ccc(C(F)(F)F)cn3)C2)CN1c1cccnc1
13%[176 µM],CC1=C[C@@H](CNC(=O)CCCC(=O)O)[C@H](C(C)C)C[C@H]1Cc1nc2ccccc2n1C

Among those listed so far, 2 have a COOH group:
12-LOX inh,SMILES
-8%,O=C(O)C[C@@H]1CCN(C(=O)NC2CCCCC2)C[C@@H]1CCN1C[C@@H]2C[C@H](C1)c1cccc(=O)n1C2
13%[176 µM],CC1=C[C@@H](CNC(=O)CCCC(=O)O)[C@H](C(C)C)C[C@H]1Cc1nc2ccccc2n1C

Following part:
12-LOX inh,SMILES
-7%,Cc1ccccc1NC(=O)c1cc2cn(C(C)C)cc2s1
-3%,CCCn1nc(C)c(-c2cc(C(=O)N3CCc4nc5cc(-c6ccccc6)[nH]n5c(=O)c4C3)[nH]n2)c1C
25%,CCC(C(=O)Nc1ccc2c(c1)CN(Cc1ccccc1OC)C(=O)C(C)O2)c1ccccc1 (stereo unspecified)
106%[activator][176 µM],Cn1ccnc1CN1C[C@@H](F)[C@@H](OCc2nc3ccc(F)cc3[nH]2)C1
38%[activator],CCCNC(=O)C1C(c2ccc(NC(=O)c3ccco3)cc2)OC(=O)N1Cc1ccccc1 (stereo unspecified)
u,Nc1[nH]c(C(=O)c2ccccc2)c(-c2ccc(Cl)cc2Cl)c1C(=O)c1ccccc1
-3%,C[C@@H]1CN([C@@H](C)CO)C(=O)CCCn2cc(nn2)CO[C@H]1CN(C)C(=O)Nc1cccc2ccccc12
49%[activator],Cc1cc(C)n(CCC(=O)NCC2CCN(c3cc(-c4ccccc4)[nH]n3)CC2)n1
5%[6.33 µM],CCCC(=O)N1CC2(CCCN2CC2CC2)Cc2ccccc21 (stereo unspecified)
3%,CCOCc1nc(C2CCCN2S(=O)(=O)c2c(C)noc2C)no1 (stereo unspecified)
u,CN1CCN(C(=O)C(C)(C)Oc2nn(Cc3cccc(Cl)c3)c3ccccc23)CC1
49%[activator],O=C(NCc1cccs1)c1nc2sccn2c1Br
20%,COc1cc(OC)cc(-c2nc(C3CC(=O)N(Cc4ccccc4OC)C3)no2)c1 (stereo unspecified)
16%,O=S(=O)(c1cccc2c1OCCO2)N1CCCn2nc(CO)cc2C1
43%[activator],CCN(Cc1nccn1C)C(=O)c1cc(-c2cnc(N)nc2)nc2c(C)cccc12
30%,CNC(=O)[C@@H]1C[C@H](Oc2cccnc2)CN1C(=O)CC(C)C
67%[activator][176 µM],c1cnc2nc(-c3ccncc3)[nH]c2c1
5%,O=C(NCCC(=O)N1CCn2nc(C(=O)O)cc2C1)c1ccc(F)cc1
5%[176 µM],COCc1cn(C[C@H]2C[C@@H](NS(C)(=O)=O)[C@H](O)[C@@H]2O)nn1
21%,CC1(c2ccccc2)N(Cc2ncccn2)C(=O)OC12CCN(C(=O)Cc1ccc(Cl)cc1)CC2 (stereo unspecified)
27%,Cn1cc(C(=O)N2CCC(F)(c3nc(-c4ccncc4)no3)CC2)cn1
u,O=C(c1cc(C2CC2)[nH]n1)N1C[C@@H](CO)[C@H](c2ccccn2)C1
8%[176 µM],C[C@H]1CCCN1C(=O)c1nnc(CNCc2cccc(Cl)c2)n1-c1ccccc1
10%[176 µM],O=C1NC[C@H]2CN(Cc3ccc(C(F)(F)F)cc3)CCN12
-3%,Cn1cc(CNC(=O)c2ccc(S(=O)(=O)N[C@@H]3CCNC3)cc2)cn1
10%,CCOc1ccc(CC(=O)N2CCC3(CC2)CC(O)CCO3)cc1 (stereo unspecified)
-2%,CCC[C@H]1[C@@H](NC(=O)Nc2cccc(C(F)(F)F)c2)CC[C@@]23CCCN2C(=O)CCC[C@@H]13
u,CCc1ccccc1S(=O)(=O)N1CCN(C2CCN(Cc3ccccn3)C2=O)CC1 (stereo unspecified)
34%,Cc1ccc(CS(=O)(=O)NC2CCc3n[nH]c(=O)n3CC2)cc1C (stereo unspecified)
17%[176 µM],CC(c1cccs1)N(C)C(=O)c1ccc(C(F)(F)F)cc1 (stereo unspecified)
7%[176 µM],COc1ccc(CN2CCNc3cc(-c4ccnc(C)c4)ncc3C2)cc1O
16%,O=C(Cc1ccc(F)cc1)NC1CCN(c2cc(-c3ccc(F)cc3)[nH]n2)CC1
19%,Cc1cnn(CC(=O)N2CCc3nn(C)c(=O)n3CC2)c1
10%,NC(=O)c1cc[nH]c1C1CCCN(C2CCN(CCc3ccccc3)CC2)C1 (stereo unspecified)
29%,CN1CCC2(CCC1=O)CN(C(=O)N1CCOCC1)CCN2C (stereo unspecified)
-24%,O=C1CCN(S(=O)(=O)c2ccccc2)CCCN(Cc2ccc(C(F)(F)F)cc2)CCN1

Four entries from above, with bars between the fields:
Molecule | 12-LOX inh
Cc1cnn(CC(=O)N2CCc3nn(C)c(=O)n3CC2)c1 | 19%
CCC[C@H]1[C@@H](NC(=O)Nc2cccc(C(F)(F)F)c2)CC[C@@]23CCCN2C(=O)CCC[C@@H]13 | -2%
CCc1ccccc1S(=O)(=O)N1CCN(C2CCN(Cc3ccccn3)C2=O)CC1 (stereo unspecified) | u
NC(=O)c1cc[nH]c1C1CCCN(C2CCN(CCc3ccccc3)CC2)C1 (stereo unspecified) | 10%

Other records:
12-LOX inh,SMILES
6%,Cc1nc(N2CCCC2)nc(N2CCC3(CC2)OCCCC3O)c1C (stereo unspecified)
29%,COCCCNC(=O)Cn1nc2c(cc1=O)CCCC2
37%[activator],COc1ccc(-c2nc3c([nH]2)CC(C)(C)CNC3=O)cc1OC
8%,C/C=C/c1ccc(OC(C)[C@@H](O)c2ccc(O)c(OC)c2)c(OC)c1 (stereo partly specified)
-13%,O=C(CCC[C@@H]1[C@H]2CCCN3CCC[C@@H](CN1C(=O)Nc1ccccc1F)[C@@H]23)Nc1ccccc1
-1%,COc1ccc(N2C(=O)CN(C(=O)c3cc(F)c(F)cc3F)CC2(C)C)cc1
6%,CCCNC(=O)C1COC2(CCN(C(=O)c3cccc(C)c3)CC2)N1C(=O)c1ccc(OC)cc1 (stereo unspecified)
u,CCC1Oc2ccc(NC(=O)c3ccc4c(c3)OCO4)cc2CN(Cc2ccccc2)C1=O (stereo unspecified)
57%[activator],CCCn1nc(C)cc1CN(C)Cc1ccc(=O)n(CC)c1
32%[activator],Cc1cc(C)n(CCC(=O)NCC23CCCC=C2N(CC2CC2)C(=O)CC3)n1 (stereo unspecified)

Screens: PubChem, National Center for Advancing Translational Sciences (NCATS)
